# Screening results deposited in PubChem by several laboratories.
# UTI89 phage lysis: inhibition of K1F phage lysis, E. coli UTI89, bacterial capsule biogenesis inhibitors, alamar blue (AID 488966). E. coli UTI89 K1F phage lysis, alamar blue, 2 h; higher % means a stronger effect. inhibition, % at 100 µM, or IC50 in µM where a hit was titrated. 0.02% of 340,000 active;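 active = phage lysis inhibition, versus mean bacterial control, above a set limit; inconclusive = no clear call, values can overlap the other calls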;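 note: capsule biogenesis inhibitors block K1F phage lysis so surviving cells raise fluorescence; higher fluorescence means more inhibition of phage lysis; actives were called in the ten point dose series up to 300 µM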
# Myeloid diff MLP: myeloid differentiation induction | ER-HoxA9 myeloid progenitors, lysozyme-GFP differentiation, flow cytometry | calls only at 10 µM | 1% of 360,000 active | AID 624256;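 active = normalized GFP-positive differentiation at or above the plate's own cutoff, the solvent-only control mean plus 3 SD; inconclusive = no clear call, values can overlap the other calls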;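 note: cells exposed to compound for four days before flow analysis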
# NTR1 ag: agonists of NTR1, primary screen, imaging, U2OS cells, beta-arrestin-GFP, high content (AID 493036); P30989; NTR1-U2OS beta-arrestin-GFP spot imaging, agonist mode; activation, % at 20 µM; 0.17% of 330,000 active;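 active = activation at or above 40% of the spot to cytoplasm intensity ratio, with at least 20 cells analyzed; inconclusive = wells under 20 cells, flagged as cytotoxic or low count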;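 note: 0% = DMSO without peptide and 100% = 100 nM NTR1 peptide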
# Target sequence (P30989 whole entry, looked up): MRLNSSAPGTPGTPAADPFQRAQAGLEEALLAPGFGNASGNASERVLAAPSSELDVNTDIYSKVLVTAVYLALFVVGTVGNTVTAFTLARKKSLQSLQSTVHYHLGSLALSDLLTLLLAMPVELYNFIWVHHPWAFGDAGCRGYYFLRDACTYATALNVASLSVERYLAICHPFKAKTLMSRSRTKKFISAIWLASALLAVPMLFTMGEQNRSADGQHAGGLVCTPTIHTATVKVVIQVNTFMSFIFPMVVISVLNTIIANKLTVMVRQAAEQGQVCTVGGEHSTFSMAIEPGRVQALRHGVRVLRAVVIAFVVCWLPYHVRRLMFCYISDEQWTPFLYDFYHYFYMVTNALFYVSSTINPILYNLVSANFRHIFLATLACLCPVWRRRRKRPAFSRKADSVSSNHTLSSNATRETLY
# T cell modulator: T cell immune modulators affecting CD8 T cell-vesicle binding; 0.068% of 330,000 active; 2C CD8+ T cell-vesicle binding, flow cytometry; hits give low values; AID 2052; calls only at 7 µM;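 active = response, share of CD8 T cells binding vesicles, and their 90th percentile fluorescence all below set limits, cut at about 80% in these data, passing the limit was not always enough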
#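 incubation = binding step 1.5 h, 37 °C, antibody labelling 20 min, ice | test system = 2C mouse CD8+ T cells | read-out basis = percent CD8+ FL2 mean versus row control | controls = Peptide-free naked vesicles (low) and QL9 vesicles with 0.7% DMSO vehicle (high) | detection = flow cytometry of vesicle-bound cells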
# SV40 large T antigen: TAg ATPase/helicase activity blockers – biochemical (AID 1903) | SV40 large T antigen ATPase/helicase inhibition assay; higher % means a stronger effect | 0.39% of 310,000 active | inhibition, % at 20 µM; hits with a dose series show IC50 in µM; in the data active = a potency from the dose series; inconclusive = inhibition mostly from about 32% at the one dose, without a potency; inactive = the rest, 99 in 100 with inhibition below about 32%; note: strong numbers were not always called active
# RSV antiviral HEp-2: RSV antiviral activity via CPE protection, HEp-2 cells, primary 10 µM value included (AID 2391); 0.13% of 310,000 active; HEp-2 cells, RSV-induced CPE inhibition; higher % means a stronger effect; CPE inhibition, % at 10 µM; hits with a dose series show IC50 in µM; in the data active = a potency from the dose series; inconclusive = CPE inhibition mostly from about 23% at the one dose, without a potency; inactive = the rest, 99 in 100 with CPE inhibition below about 21%; note: strong numbers were not always called active
# Salmonella PhoP GFP: inhibitors of PhoP regulon expression, primary screen, Salmonella Typhimurium, GFP reporter (AID 1863); S. Typhimurium PhoP-regulated promoter GFP reporter, 4 h; higher % means a stronger effect; inhibition, % at 50 µM, or IC50 in µM where a hit was titrated; 0.16% of 300,000 active;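 active = inhibition over 29.93%, a cutoff 3 SD above the screen mean, later confirmed by dose response; inconclusive = inhibition over 29.93% but no dose response follow-up; inactive = inhibition at most 29.93% or unconfirmed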;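 note: 0% = low Mg2+ inducing control and 100% = high Mg2+ repressing control; strong numbers were not always called active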
# TNAP activators: human TNAP enzyme activators, primary screen, biochemical, luminescent, no phosphate acceptor, uHTS (AID 1001) | purified TNAP, luminescent activation assay, no phosphate acceptor; higher activation fold means a stronger effect | one-dose activation fold at 20 µM; EC50 in µM for titrated hits | 0.03% of 200,000 active; in the data active = activation fold from about 3, or a potency from the dose series; inactive = the rest, 99 in 100 with activation fold below about 1.6; note: many of its hits are not listed in these tables
# Rac1 GTP hydrolysis: MgcRacGAP GTPase-activating activity inhibitors, confirmation, biochemical, ADP Hunter fluorescence. inhibition, % at 30 µM; hits with a dose series show IC50 in µM. 0.6% of 340,000 active. MgcRacGAP-stimulated Rac1 GTP hydrolysis, ADP Hunter fluorescence; higher % means a stronger effect; GST-tagged Rac1 F28L mutant substrate;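 active = first-screen hits whose inhibition reached a set limit at any dose in the follow-up dose series; inconclusive = inhibition above the set first-screen limit but never retested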;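 note: fluorescence reports GDP produced by GAP-driven GTP hydrolysis; strong numbers were not always called active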
# T cell modulator vesicle-bound %: recorded beside T cell modulator, whose call it bears; double positive events, %; measured here: CD8+ vesicle-bound cell fraction;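 binding gate set so that unloaded-vesicle control wells show 10% double positive cells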
# NTR1 ag cell count 20 µM: also measured in NTR1 ag; calls as there; cell count; measured here: cell count, cytotoxicity flag
# Myeloid diff MLP GFP+ MAC1+ %: second read-out of Myeloid diff MLP, no call of its own (marks repeat the call); GFP+ MAC1+ double positive, %; measured here: differentiation confirmed by MAC1 staining
# Numbers without * were called inactive; i = inactive; ? = inconclusive; . = not tested or not shown; [ ] = another dose, or the depositor's remark. Random draw from the library. Share with any hit: about 2.3%.
SMILES,UTI89 phage lysis,Myeloid diff MLP,Myeloid diff MLP GFP+ MAC1+ %,NTR1 ag,NTR1 ag cell count 20 µM,T cell modulator,T cell modulator vesicle-bound %,SV40 large T antigen,RSV antiviral HEp-2,Salmonella PhoP GFP,TNAP activators,Rac1 GTP hydrolysis
COc1cc(C(=S)N2CCN(C)CC2)ccc1OCC(=O)NCc1ccccc1,.,i,0.2,-1.4,95,i,38,4%,-0.9%,-4%,1.1,.
CN1CCN(C(=O)c2ccc(C3SCC(=O)N3Cc3ccco3)cc2)CC1 (centres undefined),3.1%,i,0.9,-0.5,54,i,60,12%,-0.9%,0%,1.1,3%
COC(=O)c1cn(Cc2ccccn2)c(=O)c2ccccc12,-2.5%,i,0.3,-1.1,29,i,55,3%,3.6%,-8%,1.1,1%
CS(=O)(=O)Nc1ccc(C2=NN(S(C)(=O)=O)C(c3ccccc3)C2)cc1 (centres undefined),0.1%,i,0.6,2.7,39,i,8,6%,0.5%,-1%,1.1,4%
O=C(COc1ccccc1)NCCc1cn2ccsc2n1,3.1%,i,2.4,-2.9,64,i,26,7%,0.9%,-9%,1.2,10%
Cc1ccnc(NC(=O)C2CCCN(S(=O)(=O)c3ccc4[nH]c(=O)ccc4c3)C2)c1 (centres undefined),0.2%,i,3.9,-0.6,68,i,9,3%,1.1%,-5%,.,12%
Cc1ccsc1CNc1ncnc2ccc(-c3c(C)noc3C)cc12,-0.2%,i,0.3,0.4,46,i,13,.,.,.,.,2%
Cc1[nH]ccc(=O)c1OCc1c(Cl)cccc1Cl,0.1%,i,0.5,-4.4,19,i,14,3%,1.9%,5%,1.1,5%
COc1ccc2c(c1)C1C=CCC1C(c1cc3c(cc1Br)OCO3)N2 (centres undefined),0.3%,i,0.7,1.6,71,i,33,9%,-1.4%,48%,1.1,12%
Cc1cc(-c2ccccc2)nc(N/N=C/c2ccco2)n1,7.0%,i,0.9,1.9,76,i,43,13%,3.7%,13%,1.2,6%
C=CCN1C=CC(=CC=C(C#N)C#N)C=C1,0.0%,i,1.1,-2.3,43,i,49,14%,2.8%,1%,.,2%
NS(=O)(=O)c1ccc(NC(=O)COC(=O)CCCN2C(=O)c3cccc4cccc(c34)C2=O)cc1,-1.2%,i,0.5,0.1,61,i,30,.,.,.,.,1%
O=C(Nc1ccc2c(c1)OCO2)Nc1ccc2c(c1)OCO2,0.1%,i,0.2,-0.3,78,i,48,7%,3.2%,2%,1.1,3%
CC(NC(=O)C(=O)N1CCOCC1)C(c1cccs1)N1CCN(c2ccccc2)CC1 (centres undefined),0.1%,i,4.0,1.5,65,i,31,10%,-0.8%,-12%,.,11%
O=C(c1ccc(Br)cc1)N1CCN(Cc2ccccc2)CC1,0.3%,i,0.9,-1.1,70,i,19,12%,2.4%,-2%,.,8%
COc1cccc(CNC(=O)c2cc(S(=O)(=O)N3CCCC3)cn2C)c1,-2.8%,i,4.3,-2.1,69,i,20,16%,2.9%,.,.,10%
CC(=O)Nc1ccccc1-c1nc2ccccc2nc1OCC(=O)c1ccc(Cl)cc1,0.8%[50 µM],i,0.9,3.9,66,i,4,-4%,0.6%,-7%,1.1,7%
CC(=O)Nc1ccc(OCC(=O)NC(C)C(C)C)cc1 (centres undefined),1.8%[50 µM],i,0.6,1.4,39,i,18,-2%,1.8%,-6%,1.2,6%
CN(C(=O)c1ccc(NC(=O)Cc2cccc(NC(=O)C3CCCN(C(=O)CCc4ccccc4)C3)c2)cc1)C1CCCC1 (centres undefined),-0.4%,i,0.3,0.4,69,i,22,.,4.7%,.,.,-7%
O=C(O)C1CCN(S(=O)(=O)c2cccs2)CC1,0.0%,i,0.2,0.7,54,i,25,3%,-0.1%,-1%,.,3%
O=C(c1ccc(Br)s1)N1CCN(S(=O)(=O)c2ccccc2)CC1,-0.2%[50 µM],i,0.4,0.6,59,i,4,17%,2.2%,-3%,.,6%
COc1ccc(NC(=O)CN2CCN(S(=O)(=O)c3ccc(Cl)cc3)CC2)cc1,3.4%,i,0.3,1.0,72,i,47,28%,1.4%,-2%,1.1,9%
N#CCCN(Cc1cccnc1)C(=O)c1sc2cc(F)ccc2c1Cl,1.0%,i,0.0,-0.6,77,i,57,7%,0.4%,2%,0.9,1%
O=C(CCc1nnc(C2CCCCC2)o1)NCc1ccc(F)c(F)c1,-0.1%,i,0.7,1.0,35,i,19,23%,-1.2%,1%,1.1,-5%
COc1ccccc1CNC(=O)CNCC1CCCO1 (centres undefined),-0.1%,i,0.9,0.9,77,i,35,6%,0.9%,2%,1.1,11%
O=C(O)c1ccc(Cl)c(S(=O)(=O)N(Cc2ccccc2)c2ccccc2)c1,-0.2%,i,1.2,2.0,55,i,43,1%,1.7%,3%,.,7%
Cc1nc(N)ncc1-c1ccc2c(c1)OCO2,-0.3%,i,0.9,-0.8,95,i,46,6%,-1.7%,3%,.,-6%
CCO[C@@H]1OC(C(=O)NC2CC2)=C[C@H](c2ccccc2)[C@H]1CCCO,0.7%,i,1.3,-6.0,103,i,26,8%,0.1%,-9%,1,2%
C=CCc1c(C)nc(SCc2nc3ccccc3c(=O)[nH]2)[nH]c1=O,?,i,1.6,-1.0,47,i,19,4%,-0.4%,-8%,1.1,4%
COc1ccc(Cc2nc3ccc(C(=O)NC4CCOC4)cc3o2)cc1 (centres undefined),0.3%,i,5.7,-0.9,80,i,24,7%,16%,0%,.,15%
COc1cccc(NC(=O)C2CCC2)c1,1.1%,i,0.5,-0.7,53,.,.,-9%,-0.1%,.,.,4%
Cc1nc2ccccn2c1C(=O)N/N=C/c1cc(C)n(-c2ccc(Br)cc2)c1C,0.2%,i,0.6,1.2,81,i,35,9%,14%,1%,1.1,3%
CCC(=O)Nc1ccccc1N1CCN(S(C)(=O)=O)CC1,0.4%,i,1.0,0.8,58,i,2,-2%,0.4%,10%,1.1,13%
Cc1c(C(=O)Nc2ccc(C(F)(F)F)cc2)sc2ncn(CC(=O)N3CCN(c4ccccn4)CC3)c(=O)c12,0.6%,i,3.1,8.0,59,i,54,2%,1.7%,-10%,.,6%
CCOC(=O)c1c(N)c2cc([N+](=O)[O-])ccc2n1C,0.0%,i,0.2,-0.3,54,i,38,10%,.,-8%,.,7%
CC(C)(C)C(=O)N1CCC(O)(CS(=O)(=O)Cc2ccc(Cl)cc2)CC1,0.0%,i,0.4,-1.8,89,i,13,10%,1.4%,7%,1.1,4%
CSCCC(NC(=O)C1CCC(C)CC1)C(=O)O (centres undefined),0.7%,i,0.4,-1.1,93,i,51,-1%,-0.2%,-11%,1,0%
C=CCn1c(C)cc(C(=O)COC(=O)c2ccc(N)c([N+](=O)[O-])c2)c1C,1.5%[50 µM],i,1.6,8.2,37,i,8,-2%,15%,-8%,0.9,7%
CCOc1cc(/C=N/NC(=O)c2ccc(CSc3nncn3C)cc2)ccc1OCC(=O)N1CCOCC1,0.4%,i,0.2,-1.1,47,i,46,5%,3.2%,-6%,1.1,7%
CC(C)(C)N(C=C(Cl)Cl)C(=O)NC1CCCCC1,-0.4%,i,0.6,-0.3,61,i,37,12%,2.2%,-5%,1.2,-1%
CCc1ccc(-c2cc(C)no2)cc1S(=O)(=O)N1CCN(c2ccccc2OC)CC1,0.4%,i,1.3,0.4,72,i,22,12%,22%,-6%,.,-3%
C=C(C)CNC(=S)N/N=C/C1=CCC2CC1C2(C)C (centres undefined),2.0%,i,0.7,6.2,45,i,38,15%,15%,-3%,1,9%
CCOc1cc(/C=C2\C(=N)N3N=C(S(C)(=O)=O)SC3=NC2=O)ccc1OCCOc1cccc(OC)c1,0.0%,i,0.2,7.7,93,i,54,27%,?,-5%,.,12%
CNC(=O)C1CC(=O)N(CCCc2ccccc2)C(=Nc2ccccc2)S1 (centres undefined),-0.1%,i,1.8,3.4,82,i,49,-6%,3.7%,10%,1,5%
C=CCN(c1ccccc1)S(=O)(=O)c1cccc(C(=O)N2CCCC2)c1,0.6%[50 µM],i,1.1,0.9,53,i,20,5%,-0.5%,8%,.,2%
CC(C)Cn1c(N)c(C(=O)COC(=O)Cc2cccc(C(F)(F)F)c2)c(=O)n(C)c1=O,0.5%[50 µM],i,2.0,3.5,71,i,26,-1%,0.1%,10%,.,-2%
C=CCC(NCc1ccco1)c1ccc(OC)c(OC)c1 (centres undefined),1.6%,i,0.6,-0.6,89,i,47,-1%,0.4%,1%,1,-6%
O=C(c1ccccc1-c1nc2ccccc2[nH]1)N1CCCCC1,0.3%,i,0.4,-0.2,69,i,42,10%,1.3%,8%,1.1,-4%
COc1ccc(C(CNC(=O)c2[nH]c(C)c(C(C)=O)c2C)N2CCOCC2)cc1 (centres undefined),0.6%[50 µM],i,0.1,1.1,56,i,47,.,0.0%,.,.,3%
COc1ccc(C[C@H]2CN3C(=NC[C@@H]3Cc3ccc(O)cc3)N2C[C@H](C)NC(=O)c2ccc(C)c(Br)c2)cc1,-0.6%,i,1.2,36,56,i,13,20%,-4.1%,2%,.,7%

# (continued)
SMILES,UTI89 phage lysis,Myeloid diff MLP,Myeloid diff MLP GFP+ MAC1+ %,NTR1 ag,NTR1 ag cell count 20 µM,T cell modulator,T cell modulator vesicle-bound %,SV40 large T antigen,RSV antiviral HEp-2,Salmonella PhoP GFP,TNAP activators,Rac1 GTP hydrolysis
NC(=O)c1nc(-c2ccccc2)c(-c2ccccc2)[nH]c1=O,-0.7%,i,0.9,0.7,52,i,25,12%,2.0%,.,.,3%
CCCCn1c(N)c(N(CCC(C)C)C(=O)CN2C(=O)C3CCCCC3C2=O)c(=O)[nH]c1=O (centres undefined),1.3%[50 µM],i,0.3,0.8,56,i,64,7%,1.3%,6%,.,-2%
COc1ccc2[nH]c3c(c2c1)CCNC3C1CC=C(C)CC1 (centres undefined),0.6%,i,0.3,0.4,35,i,2,.,-2.3%,.,1.1,6%
Cc1ccc(-n2c(C)cc(/C=N/Nc3ccc([N+](=O)[O-])cn3)c2C)cc1,-0.8%,i,1.6,-1.3,42,i,57,-5%,2.1%,-3%,1,10%
